Source: PubChem
TNAP inh hi DEA = inhibitors of human TNAP at high phosphate acceptor concentration; P05186; purified TNAP, CDP-star luminescence, 1 M DEA; inhibition, % at 20 µM; 200,000 compounds, 0.03% hits; AID 1135;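 active = over 50% inhibition of tissue-nonspecific alkaline phosphatase at 20 µM in the single-dose screen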;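 note: plate controls were DMSO wells for no effect and EDTA-quenched wells as full inhibition for full effect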
Target sequence (P05186 whole entry, looked up): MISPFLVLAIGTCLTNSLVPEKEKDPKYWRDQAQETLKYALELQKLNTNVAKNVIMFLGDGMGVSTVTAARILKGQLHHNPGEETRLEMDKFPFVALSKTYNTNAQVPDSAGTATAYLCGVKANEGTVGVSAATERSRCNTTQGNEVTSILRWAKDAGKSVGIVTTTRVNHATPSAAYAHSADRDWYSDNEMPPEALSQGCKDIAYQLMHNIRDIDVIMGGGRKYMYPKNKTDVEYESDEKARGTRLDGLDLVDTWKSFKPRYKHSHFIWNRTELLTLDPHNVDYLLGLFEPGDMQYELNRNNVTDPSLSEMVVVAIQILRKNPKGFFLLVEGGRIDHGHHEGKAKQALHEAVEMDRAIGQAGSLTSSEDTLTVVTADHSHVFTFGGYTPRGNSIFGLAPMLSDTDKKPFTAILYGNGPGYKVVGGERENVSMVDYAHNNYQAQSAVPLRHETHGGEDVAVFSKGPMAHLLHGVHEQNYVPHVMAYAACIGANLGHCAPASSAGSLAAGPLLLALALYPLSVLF
PMI activator = phosphomannose isomerase (human) activation; P34949; purified human PMI, coupled resazurin fluorescence, 20 min; stronger effect = higher value; 1 = vehicle control, 0 substrate-free wells; activation factor at 20 µM; 190,000 compounds, 0.005% hits;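 active = activation factor of 2 or more at 20 µM, relative to plate controls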
Target sequence (P34949 whole entry, looked up): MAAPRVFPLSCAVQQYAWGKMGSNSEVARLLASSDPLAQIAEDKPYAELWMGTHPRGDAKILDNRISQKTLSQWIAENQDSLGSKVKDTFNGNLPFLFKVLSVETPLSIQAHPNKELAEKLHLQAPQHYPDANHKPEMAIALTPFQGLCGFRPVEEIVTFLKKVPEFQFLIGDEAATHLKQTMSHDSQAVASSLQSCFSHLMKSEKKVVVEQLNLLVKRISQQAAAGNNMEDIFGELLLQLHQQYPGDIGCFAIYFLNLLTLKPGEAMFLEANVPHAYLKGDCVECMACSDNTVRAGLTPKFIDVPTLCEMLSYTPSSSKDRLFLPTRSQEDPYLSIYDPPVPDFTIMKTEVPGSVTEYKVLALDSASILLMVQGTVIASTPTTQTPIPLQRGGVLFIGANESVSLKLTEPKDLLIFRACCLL
Diaph inh CS = diaphorase inhibition or chemical oxidation counter-screen. diaphorase resazurin-to-resorufin fluorescence, NADH, 16 min; bacterial (C. kluyveri) enzyme, not human. 190,000 compounds, 0.69% hits. inhibition, % at 20 µM;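 active = primary screen inhibition at 20 µM above a set limit, cut at about 50% in these data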;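 note: plate controls were DMSO with full reaction for no effect and wells lacking NADH for full effect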
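controls = No-NADH positive control and DMSO neutral control | system = Clostridium kluyveri diaphorase enzyme | timing = reaction incubation of 16 min at room temperature | signal = resorufin fluorescence 544/590 nm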
HMGR II inh = blocks class II HMG-CoA reductase of Enterococcus faecalis. AID 1066. 190,000 compounds, 0.41% hits. purified E. faecalis HMGR, NADPH absorbance 340 nm kinetic. inhibition, % at 10 µM;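 active = inhibition above a set limit, the median over all tested compounds plus 3 SD, cut at about 9.5% in these data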;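 note: enzyme runs in reverse so mevalonate oxidation gives rising NADPH absorbance; 0% = complete reaction with DMSO and 100% = background rate lacking mevalonate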
FLuc act counter = firefly luciferase counter-screen for stimulation assays; P08659; ATPlite luciferase biochemical, luminescence, 10 min; 0 = ATP-free wells, 1 = DMSO control; activation factor at 10 µM; 200,000 tested, under 10 active;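 active = luciferase activation factor, scaled between plate controls, of at least 2 with compound at 10 µM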
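assay system = Luciferase/luciferin detection reagent, cell-free biochemical luciferase assay | also added = ATP substrate | times = 10 min post-reagent at room temperature | measured by = luminescence from luciferase reaction | measure = luciferase activation, seen as luminescence increase over controls | benchmarks = low control with PBS replacing ATP, high control enzyme plus ATP without compound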
TNAP act hi DEA = increases human TNAP activity under high phosphate acceptor concentration | P05186 | purified TNAP, CDP-star luminescence, 1 M DEA, 30 min; stronger effect = higher value; 0 = EDTA background, 1 = DMSO-only activity | activation factor at 20 µM | 200,000 tested, under 10 active;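 active = activation factor at least 2 at 20 µM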
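Dosing: 20 µM single point. System: human TNAP. Amount: TNAP 1/800 final. Incubation: 30 min, room temperature. Read-out: TNAP activation factor scaled between EDTA and DMSO control wells. Signal: luminescence from CDP-star hydrolysis. Medium: 1 M DEA, pH 9.8, Mg2+, Zn2+. Control set: EDTA negative control, DMSO positive control.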
G6PDH CS = L. mesenteroides G6PDH inhibition counter-screen | Purified L. mesenteroides G6PDH, diaphorase/resazurin coupled fluorescence, 45 min | inhibition, % at 5 µM | 200,000 compounds, 0.12% hits; in the data active = inhibition above about 50%
Diaphorase act = counter-screen for diaphorase-based assays: diaphorase activators and chemical reducers | activation factor at 20 µM | Diaphorase/resazurin coupled assay, resorufin fluorescence, 16 min; stronger effect = higher value; 1 = vehicle wells, 0 = NADH-free wells | 190,000 compounds, 0.005% hits | AID 1229;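 active = diaphorase activity raised at least twofold by the compound at 20 µM; inactive = activation factor below 2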
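Measured by – red resorufin fluorescence at 544/590 nm excitation/emission · Test system – Clostridium kluyveri diaphorase, purified enzyme · Incubation – reaction time 16 min, room temperature · Buffer or medium – 50 mM HEPES pH 7.4 with 4.542 mM MgCl2, 0.005% Tween 20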
TNAP inh noacc = TNAP (human) inhibition, acceptor-free conditions; P05186; purified TNAP, CDP-star luminescence, 30 min; inhibition, % at 20 µM; 200,000 compounds, 0.26% hits; AID 1012;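 active = tissue-nonspecific alkaline phosphatase inhibition above about 50% at 20 µM in the single-dose screen, limit read from the data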;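 note: 0% = DMSO negative control and 100% = EDTA positive control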
PMI act satM6P = increases human PMI activity with near-saturating mannose 6-phosphate; P34949; coupled PMI enzyme assay, resazurin fluorescence, 20 min; stronger effect = higher value; 1 = untreated enzyme, 0 = substrate-free blank; activation factor at 20 µM; 190,000 compounds, 0.34% hits; AID 1216;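 active = activation factor of 2 or more at 20 µM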
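test system = human PMI in coupled enzyme assay | medium = HEPES-buffered pH 7.4 with magnesium and detergent | also added = 1.0 mM mannose-6-phosphate substrate with 0.22 mM NADP+ | compound = 20 µM single dose | times = 20 min incubation at room temperature | measured by = resorufin fluorescence (Ex 544/Em 590 nm) from resazurin via diaphorase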
* hit, by the source's call; . = not tested or not shown.

SMILES	TNAP inh hi DEA	PMI activator	Diaph inh CS	HMGR II inh	FLuc act counter	TNAP act hi DEA	G6PDH CS	Diaphorase act	TNAP inh noacc	PMI act satM6P
Cn1nccc1C(=O)Oc1cccc(/C=N/NC(=O)c2ccccc2O)c1	0	1.1	-2	-1	0.6	1	2	1	-6	1.1
N=c1c2c3c(sc2ncn1CCN1CCOCC1)CCCCC3	-6	0.9	19	0	1	1.1	-4	0.8	-8	0.9
Cc1ccc(-n2ncc3c(=O)n(CC(=O)NC4CCCC4)cnc32)cc1C	0	1	7	2	1	1	1	0.9	-10	1
Cc1onc(-c2ccccc2Cl)c1C(=O)Nc1nnc(Cc2ccc(Cl)cc2)s1	-5	0.9	21	2	1.1	1.1	-1	0.8	-13	0.9
COC(=O)Cc1ccc2c3ccccc3n(C)c2c1	-3	0.9	17	-2	1	1	1	0.8	-7	0.9
N#C/C(C(=O)Oc1ccccc1)=C1\C=Cc2ccccc2N1	-2	1	-8	4	1	1	8	1.1	-8	1.1
C#CCNC(=O)C1=C[C@@H](C2CCCCC2)C[C@@H](OCCCCO)O1	-4	0.9	21	1	0.9	1	13	0.8	-5	0.6
O=C(CCN1CCCCC1)Nn1c(=S)[nH]c2ccccc2c1=O	-1	1	4	-6	1	1	4	1	2	1
COc1ccc2cc(/C=C/C(=O)c3ccco3)c(Cl)nc2c1	-6	1	24	1	0.9	1.1	15	0.8	-3	1.2
O=C1CSC(c2ccccc2[N+](=O)[O-])N1c1cccc(F)c1 (stereo not drawn)	1	1.1	3	-3	1.1	1	5	1	-11	1.1
CC(C)=NNc1nc2sc3c(c2c(=O)[nH]1)CC(C)(C)OC3	-1	0.9	9	-1	0.8	1	-14	0.9	-20	0.6
COC(=O)c1cccnc1-n1c(=O)c2cccnc2n(Cc2cccc(C(F)(F)F)c2)c1=O	-3	1	10	-4	1.1	1	8	0.9	-4	1
CN1C2CCC1/C(=C/c1cccn1C)C(=O)/C2=C\c1cccn1C	10	1.4	18	-7	1	0.9	18	0.8	35	1.1
COCCCNC(=O)C(C#N)c1nc2ccccc2nc1N1CCN(Cc2ccccc2)CC1 (stereo not drawn)	12	0.9	21	6	1	0.9	5	0.8	4	0.9
Cc1cccc(-c2nnc3n2N=C(c2ccccc2Br)CS3)c1	-2	0.9	25	-5	1	1	8	0.8	-4	0.9
N#Cc1cccc(NC(=O)CSc2ccccc2)c1	-6	0.9	10	0	1	1.1	-6	0.9	-13	0.9
CC(C)(C)NCc1cccn1-c1sc2c(c1C#N)CCCC2	-2	1	12	-3	1	1	3	0.9	-7	1
Cc1cccc(C2CC3(CC(C)(C)NC(=S)N3)Oc3cc(O)ccc32)c1 (stereo not drawn)	6	.	.	-2	1	0.9	19	.	8	.
O=C(O)CC/C(=C\c1ccc(Cl)c([N+](=O)[O-])c1)c1nc2ccccc2s1	-3	1	16	-5	1	1	4	0.8	-6	1
CC(=O)Nc1nc2ccccc2n1Cc1ccc(C)cc1	-7	1.1	2	6	1.1	1.1	2	1	-29	1
CC(OC(=O)C1CCN(S(=O)(=O)c2ccccc2)CC1)C(=O)Nc1ncc(Cl)cc1Cl (stereo not drawn)	-5	0.9	7	-2	1	1	11	0.9	-8	1
COc1ccc(C(=O)c2c[nH]c(C(=O)NCc3ccco3)c2)cc1	1	0.9	10	2	1	1	2	0.9	-5	0.9
C/C(=N\OC(=O)c1ccc(OC(C)C)cc1)c1ccc(C)c(C)c1	-3	0.9	18	1	1	1	0	0.8	-15	0.9
CCSc1nnc(NC(=O)c2nc(-c3ccccc3)n(-c3ccccc3)n2)s1	0	1	-1	-7	1	1	-2	1	-7	1.1
O=C(NCC1CCCO1)c1ccc2c(c1)C(=O)N(C1CCCCC1)C2=O (stereo not drawn)	-6	1	9	2	1.1	1.1	10	0.9	-6	1.1
COc1ccc(-c2cc3ccccc3n2CC(O)CN2CCC(C)CC2)cc1 (stereo not drawn)	-8	0.9	10	2	1	1.1	-4	0.9	-16	0.9
Cc1cccc(C)c1NC(=O)CC(NCc1ccco1)C(=O)O (stereo not drawn)	-5	0.9	12	-13	1.1	1	-6	0.9	-11	0.9
CC1=NN2C(=N)/C(=C\c3ccc(SCc4ccccc4)o3)C(=O)N=C2S1	13	0.5	9	-2	1	0.9	0	0.9	-1	0.6
COC(=O)c1c(NC(=O)C2CCCCC2C(=O)O)sc2c1CCCCC2 (stereo not drawn)	-4	0.9	8	0	1.1	1	15	0.9	-2	1
CCOC(=O)/C(C(=O)Nc1ccccc1Br)=C1/NC(C)(C)Cc2ccccc21	-2	0.9	8	-4	1.1	1	4	0.9	-3	1
COc1ccccc1NC(=O)Cn1c(=O)sc2ccccc21	1	1	6	-1	1.1	1	3	0.9	-5	1
CCCOc1nc2ccccc2cc1/C=C/C(=O)O	-2	1.2	4	6	0.9	1	2	1	-18	1.1
C=CCSc1nnc(C)c(/C=C/Nc2ccc(Cl)cc2)n1	-1	1.1	21	-3	1	1	-1	0.8	12	0.8
O=C(COC(=O)c1ccccn1)Nc1cccc(Cl)c1	-3	1	23	1	1	1	3	0.8	-10	0.9
Oc1ccc(Br)cc1/C=N/N1CCN(Cc2ccccc2)CC1	-9	0.9	16	4	1.1	1.1	6	0.8	-12	0.9
Cn1cc(CNCC2CCCO2)c(-c2ccc(Oc3ccccc3)cc2)n1 (stereo not drawn)	-4	1	-9	-1	1	1	11	1.1	-9	1
COc1cc(C2Nc3ccc4ncccc4c3C3=C2C(=O)CC(C)(C)C3)cc(OC)c1O (stereo not drawn)	-5	0.6	41	0	1.1	1.1	45	0.6	-10	0.7
N#C/C(=C/c1ccc(N2CCOCC2)o1)c1ccc(Br)cc1	20	0.8	31	-4	1	0.8	4	0.7	19	0.5
O=C(Nc1cccc(NC(=O)C2CC2)n1)C1CC1	-3	1	13	-4	1	1	21	0.9	-9	0.7
O=c1cc(N2CCc3ccccc3C2)[nH]c(=O)n1-c1ccc(Cl)cc1	-1	1	16	1	1	1	7	0.8	-5	0.9
Cc1cccc(C)c1NC(=O)CC(NCCc1ccccc1)C(=O)O (stereo not drawn)	-1	1.1	1	-3	1.1	1	6	1	-7	1.1
Cn1c(=O)c2c(nc(CN3CCN(c4ccccc4)CC3)n2CCN2CCOCC2)n(C)c1=O	-2	1	10	.	1	1	-3	0.9	-7	0.9
Cc1ccccc1-n1c(-c2csc(C)c2C)n[nH]c1=S	-4	0.9	22	-4	0.9	1	5	0.8	-13	0.9
N/C(=N/OS(=O)(=O)c1ccc([N+](=O)[O-])cc1)c1ccncc1	-4	1.2	4	-3	1.1	1	9	1	-10	1
Cc1ccc2c(CC(=O)N3CCN(c4ccccc4)CC3)coc2c1	1	1	5	-3	0.9	1	-4	1	-4	1
CCc1ccccc1NC(=S)N(Cc1ccco1)C(C)c1cccs1 (stereo not drawn)	1	1.1	6	-3	1.1	1	2	0.9	-12	1.1
COc1cc(NC(=O)CCN2CCN(c3ccccc3F)CC2)cc(OC)c1	-6	1	10	0	1.1	1.1	3	0.9	-2	1
COc1ccc(CCNc2ncnc3[nH]ncc23)cc1OC	1	0.8	7	-6	1	1	-1	0.9	-67	0.9
Cc1cc(Cl)c(S(=O)(=O)Nc2cc(S(=O)(=O)N3CCOCC3)ccc2F)cc1OCC(N)=O	-7	1	21	-1	1	1.1	18	0.8	-2	1
Nc1nn(-c2ccccc2)c(N)c1N=Nc1ccccc1	2	1	15	-1	0.5	1	4	0.8	12	1
COc1ccccc1NC(=O)CSc1nnc(Cc2ccccc2)o1	-9	0.9	15	-2	1	1.1	0	0.9	-24	0.9
CCOC(=O)c1cnc(SCc2cccc3ccccc23)nc1N	1	0.8	21	-1	1	1	4	0.8	-13	0.9
COc1ccc(C2C(C#N)=C(N)Oc3c2ccc2cccnc32)cc1OC (stereo not drawn)	-3	0.9	2	-2	1	1	11	1	-3	0.7
O=C(c1ccc(NS(=O)(=O)c2cccs2)cc1)N1CCN(c2ccccc2Cl)CC1	-3	0.8	19	0	1	1	16	0.8	-10	0.9
O=C(CSc1nnnn1-c1ccc(F)cc1)NCc1cccs1	0	0.9	5	-2	1	1	11	0.9	-6	0.9
O=C(COC(=O)c1cc2ccccc2oc1=O)c1cccc([N+](=O)[O-])c1	1	0.8	10	-2	1	1	17	0.9	-9	0.9
CCO[C@H]1OC(C(N)=O)=C[C@@H](c2ccccc2)[C@@H]1CCCO	-2	0.9	7	-1	1	1	9	0.9	-7	0.8
COc1ccc(NC(=S)N2CCN(C/C=C/c3ccccc3)CC2)cc1	-2	0.8	17	-5	1.1	1	3	0.8	-9	0.9
CC1CN(C(=O)c2cc3ccccc3oc2=O)CC(C)O1 (stereo not drawn)	-5	1	11	-5	1.1	1	9	0.9	-8	0.9

Structures listed so far containing two or more sulfur atoms:
SMILES	TNAP inh hi DEA	PMI activator	Diaph inh CS	HMGR II inh	FLuc act counter	TNAP act hi DEA	G6PDH CS	Diaphorase act	TNAP inh noacc	PMI act satM6P
CCSc1nnc(NC(=O)c2nc(-c3ccccc3)n(-c3ccccc3)n2)s1	0	1	-1	-7	1	1	-2	1	-7	1.1
CC1=NN2C(=N)/C(=C\c3ccc(SCc4ccccc4)o3)C(=O)N=C2S1	13	0.5	9	-2	1	0.9	0	0.9	-1	0.6
Cc1ccccc1-n1c(-c2csc(C)c2C)n[nH]c1=S	-4	0.9	22	-4	0.9	1	5	0.8	-13	0.9
CCc1ccccc1NC(=S)N(Cc1ccco1)C(C)c1cccs1 (stereo not drawn)	1	1.1	6	-3	1.1	1	2	0.9	-12	1.1
Cc1cc(Cl)c(S(=O)(=O)Nc2cc(S(=O)(=O)N3CCOCC3)ccc2F)cc1OCC(N)=O	-7	1	21	-1	1	1.1	18	0.8	-2	1
O=C(c1ccc(NS(=O)(=O)c2cccs2)cc1)N1CCN(c2ccccc2Cl)CC1	-3	0.8	19	0	1	1	16	0.8	-10	0.9
O=C(CSc1nnnn1-c1ccc(F)cc1)NCc1cccs1	0	0.9	5	-2	1	1	11	0.9	-6	0.9
